All columns: NCI-60 one-dose screen, growth in % after 48 h at 10 µM unless noted; 100 = growth as untreated, 0 = no growth, -100 = all killed.
BT-549 – BT-549 breast cancer; 4.4% of 78,000 active; AID 1794793
MCF7 – MCF7 breast cancer; 6.3% of 82,000 active; AID 1794796
SR – SR leukemia cells; 8.7% of 73,000 active; AID 1794780
MDA-MB-468 – MDA-MB-468 breast cancer. 8.5% of 78,000 active
MDA-MB-231 – MDA-MB-231 breast cancer | 5% of 81,000 active
K-562 – K-562 leukemia; AID 1794777; 7.4% of 78,000 active
T-47D – T-47D breast cancer; 5% of 79,000 active
MOLT-4 – MOLT-4 leukemia cells; 6.9% of 80,000 active
* = called active by the depositor; · = not tested or not shown; & = joins results of further samples. Rule for the calls: active = growth percent below 10; inactive = the rest. Not a hit list. Share with any hit: about 13%.

SMILES | BT-549 | MCF7 | SR | MDA-MB-468 | MDA-MB-231 | K-562 | T-47D | MOLT-4
CCn1c(O)c(C=Nc2ccccc2)s/c1=N/Nc1ncc(CC(=O)Nc2ccccc2C)s1 | 107 | 86 | 82 | 87 | 92 | 92 | 93 | 93
C/C(=C(/C)C1CC1CCNS(=O)(=O)c1ccc(C)cc1)c1ccc2c(c1)OCO2 (stereo not drawn) | 96 | 82 | 110 | 65 | 89 | 77 | 57 | 89
CC(=O)c1c(OC(C)C(=O)O)ccc2ccccc12 (stereo not drawn) | 100 | 97 | 103 | 113 | 101 | 98 | 103 | 101
CCCCC(=O)N(CCC)CCC | · | 96 | 125 | 112 | 115 | 113 | 105 | 141
N#CCCN1c2ccccc2Sc2ccccc21 | 106&119 | 115&109 | 97&110 | 113&102 | 105&108 | 90&101 | 106&92 | 93&110
O=C(Nc1nc2ccccc2s1)Nc1ccc([N+](=O)[O-])cc1Cl | 16 | 74 | 48 | 90 | 40 | 59 | 62 | 91
Cn1c(=O)c2c(nc(N/N=C/c3ccccc3Cl)n2C)n(C)c1=O | 102 | 96 | · | 102 | 100 | 100 | 105 | 96
Cn1cc(-c2nn3cc(-c4ccncc4)nc3s2)c2ccccc21 | 82 | 27 | · | 79 | 79 | · | 45 | ·
Nc1nc2c(C(=O)N3CCCC3)nnn2c2cccc(Cl)c12 | 111 | 73 | · | 93 | · | 50 | · | 110
C#CCN(Cc1ccccc1OC)Cc1ccccc1Sc1ccccc1 | 101 | 90 | 93 | 101 | 95 | 81 | 85 | 90
COc1ccc(/C(=N/NC(N)=O)C(OC)OC)cc1 | · | 90 | 116 | 96 | 104 | 108 | 86 | 97
Nc1ccc2c(c1)Cc1cc(N)c(Cl)cc1-2 | 90 | 43 | 89 | 80 | 88 | 104 | 54 | 90
COc1ccc(/C=C/C(=O)c2cc(S(N)(=O)=O)c(OC)cc2OC)cc1 | 83 | 44 | 23 | -6.0* | 65 | 26 | 50 | 71
COc1ccc2c(C3(c4cn(C)c5cc(OC)ccc45)C(=O)Nc4ccccc43)cn(C)c2c1 | 95 | 68 | 93 | 92 | 84 | 97 | 46 | 81
O=C(c1ccccc1)c1ccccc1Cl | 86 | 107 | 94 | 110 | 105 | 100 | 99 | 94
CCc1c(C)c2ccc3oc(=O)c(=O)[nH]c3c2oc1=O | 103 | 114 | 93 | 103 | 116 | · | 99 | 95
C#CCOc1ccc(/C=N/Nc2nc(-c3ccc(F)cc3)cs2)cc1OCC#C | 93 | 55 | 66 | 95 | 100 | 58 | 65 | 59
Nc1cccc2c1C(=O)c1cccc(NC(=O)c3ccccc3)c1C2=O | 25 | 14 | 15 | 11 | 38 | 13 | 46 | 41
O=C(CSc1nnc(CN2CCN(c3cc4c(cc3F)c(=O)c(C(=O)O)cn4C3CC3)CC2)o1)c1ccccc1 | 92 | 93 | 90 | 91 | 86 | 91 | 87 | 89
CCCOc1ccc(/C=N/NC(=O)c2ccncc2)cc1 | 84 | 100 | 118 | 109 | 96 | 98 | 109 | 88
O=C(NN1C(=O)/C(=C/C=C/c2ccco2)SC1=S)c1ccccc1 | 139 | 85 | 95 | 77 | 93 | 77 | 89 | 104
C=C(C)[C@@H]1CC[C@]2(C(=O)O)CC[C@]3(C)[C@H](CC[C@@H]4[C@@]5(C)C[C@@H](CC#Cc6ccc(F)cc6)[C@H](O)C(C)(C)[C@@H]5CC[C@]43C)[C@@H]12 | 73 | 39 | 61 | 58 | 76 | 33 | 57 | 36
O=C1CC(=O)N2CCSC2=N1 | 103&118 | 104&100 | 77 | 100&108 | 111&104 | 103&105 | 102&107 | 96&78
CN(C)CCCC1(c2ccc(F)cc2)OCc2cc(-c3ccc(C(F)(F)F)nc3)ccc21 (stereo not drawn) | 95 | 57 | 12 | 73 | 73 | 13 | 67 | 54
O=C(O)CCCC(=O)c1cccs1 | 119 | 97 | 98 | 109 | 103 | · | 114 | 98

Further entries:
SMILES | BT-549 | MCF7 | SR | MDA-MB-468 | MDA-MB-231 | K-562 | T-47D | MOLT-4
CCOC(=O)C1(NC(=O)CN2C(=O)c3ccccc3C2=O)CCCC1 | 107 | 97 | 99 | 101 | 92 | 92 | 102 | 98
COc1ccc(-c2nc3ccc(-c4nnc(SCC(=O)Nc5ccc(C(=O)/C=C/c6ccccc6)cc5)o4)cc3[nH]2)cc1OC | 94 | 78 | 84 | 104 | 91 | 92 | 87 | 80
CC1=C(C(=O)Nc2ccc(F)cc2)C(c2ccc(C)cc2)n2ncnc2N1 (stereo not drawn) | 97 | 95 | · | 111 | 109 | · | 99 | ·
CCCCC#Cc1c(I)n(C2OC(CO[Si](C)(C)C(C)(C)C)C3OC(C)(C)OC32)c(=O)n(C(=O)c2ccccc2)c1=O (stereo not drawn) | 27 | 29 | 5.9* | · | 10 | 6.3* | -10* | 2.0*
CCOC(=O)c1cc2c([nH]1)-c1oncc1CC2 | 102 | · | 106 | 109 | 106 | 113 | 97 | 102
CCOC(=O)CC1CSC(N/N=C/c2ccc(Cl)cc2)=N1 (stereo not drawn) | 107 | 100 | 101 | 117 | 116 | 88 | 95 | 93
CCCCSc1nc(NC2CC2)c(C#N)c(-c2ccc(C(C)C)cc2)n1 | 98 | 93 | · | 100 | 99 | 88 | 95 | 72
O=C1CC/C=C\CNC(=O)[C@]2(O)C[C@@H](O)[C@@H](O)[C@@H](C2)O1 | 97 | 93 | 116 | 97 | 105 | 104 | 86 | 123
Nn1c(N/N=C/c2cccnc2)n[nH]c1=S | · | 94 | 108 | 114 | 90 | 111 | 111 | 108
O=C(CN(Cc1ccccc1)c1ccccc1)c1ccc(Cl)cc1 | 100 | 100 | 104 | 92 | 106 | 100 | 75 | 96
NCCCc1ccc2c(c1)oc1ccccc12 | 97 | 96 | 103 | · | 103 | 88 | 102 | 93
Cc1ccc(NC(=O)Cn2c(Br)nc3c2c(=O)n(C)c(=O)n3C)cc1 | 0.3* | 13 | 12 | 10 | -19* | 52 | -10* | 59
Cc1c(Cl)cccc1Nc1ccccc1C(=O)O | 100 | 123 | 102 | 111 | 99 | 100 | 102 | 107
CCOCCOCCOC(C)Oc1ccc(CCC(C)=O)cc1 (stereo not drawn) | 107 | 98 | 92 | 106 | 113 | 101 | 106 | 93
CC(C)Sc1nc(NCCc2c[nH]c3ccccc23)c(C#N)c(-c2ccc(F)cc2)n1 | 65 | 4.3* | -20* | 2.2* | 11 | 9.3* | 21 | 12
CC(=O)c1sc(Nc2ccccc2)c(C(C)=O)c1C | 102 | 82 | 65 | 82 | 81 | 84 | 71 | 86
CCCCCCCC/C=C\CCCCCCCCCCCCOc1ccccc1CCOP(=O)(O)OCC[N+](C)(C)C | 101 | 94 | 118 | 96 | 103 | 101 | · | 109
CCCCCCCCN(CCCCCCCC)CC(O)c1ccc(Cl)c(C)c1Cl (stereo not drawn) | 117 | 90 | 53 | 105 | 59 | 68 | 76 | 91
COc1ccc(N)cc1C(=O)Nc1cccc(-c2cc(=O)c3c(OC)c(OC)c(OC)cc3o2)c1 | 51 | 45 | 41 | 56 | 60 | 47 | 42 | 48
CC(O)(CO)c1ccccc1 (stereo not drawn) | 94 | 99 | 112 | 100 | 98 | 120 | 102 | 110
NCCNC(=O)c1cccc(COc2ccccc2NC(=O)c2cc(Br)c(Br)[nH]2)c1 | 130 | 17 | 8.3* | 85 | 91 | -16* | 76 | 69
CC(=O)Nc1ncc2c(n1)-c1ccc(C(=O)OC(C)C)n1CC2 | 104 | 94 | 99 | 105 | 102 | 100 | · | 105
CC(=O)N(Cc1ccccc1)c1sc2c(CN(C)C)c(O)ccc2c1C#N | 105 | 84 | 110 | 88 | 95 | 95 | 96 | 103
NC1(C(=O)O)CCCCC1c1ccccc1 (stereo not drawn) | · | 97 | 107 | 105 | 109 | 104 | 106 | 86
Cc1ccc(CC2(c3ccccc3)NC(=O)NC2=O)cc1 (stereo not drawn) | 116 | 106 | 67 | 114 | 127 | · | 127 | 92

Reformatted: 7 of the compounds above.
Each structure is followed by: BT-549, MCF7, SR, MDA-MB-468, MDA-MB-231, K-562, T-47D, MOLT-4
CC(C)Sc1nc(NCCc2c[nH]c3ccccc23)c(C#N)c(-c2ccc(F)cc2)n1
    65, 4.3*, -20*, 2.2*, 11, 9.3*, 21, 12
CC(=O)c1sc(Nc2ccccc2)c(C(C)=O)c1C
    102, 82, 65, 82, 81, 84, 71, 86
CCCCCCCC/C=C\CCCCCCCCCCCCOc1ccccc1CCOP(=O)(O)OCC[N+](C)(C)C
    101, 94, 118, 96, 103, 101, ·, 109
CCCCCCCCN(CCCCCCCC)CC(O)c1ccc(Cl)c(C)c1Cl (stereo not drawn)
    117, 90, 53, 105, 59, 68, 76, 91
COc1ccc(N)cc1C(=O)Nc1cccc(-c2cc(=O)c3c(OC)c(OC)c(OC)cc3o2)c1
    51, 45, 41, 56, 60, 47, 42, 48
CC(O)(CO)c1ccccc1 (stereo not drawn)
    94, 99, 112, 100, 98, 120, 102, 110
NCCNC(=O)c1cccc(COc2ccccc2NC(=O)c2cc(Br)c(Br)[nH]2)c1
    130, 17, 8.3*, 85, 91, -16*, 76, 69

More entries.
SMILES | BT-549 | MCF7 | SR | MDA-MB-468 | MDA-MB-231 | K-562 | T-47D | MOLT-4
O=C(CSc1nc(NC(=O)CN2CCN(c3cc4c(cc3F)c(=O)c(C(=O)O)cn4C3CC3)CC2)cc(=O)[nH]1)Nc1ccc(Cl)cc1 | · | 95 | 105 | 104 | 97 | 105 | 100 | 108
COc1ccc2oc(=O)cc(C3OC4=C(C(=O)CCC4)C3c3cc(=O)oc4ccc(C)cc34)c2c1 (stereo not drawn) | 97 | 88 | 92 | 127 | 95 | · | 87 | 89
O=S(=O)(Nc1ccccn1)c1ccc(Nc2nc(O)c(/C=C3\C=Nc4ccccc43)s2)cc1 | 100 | 94 | 88 | 86 | 90 | 81 | 82 | 85
C#Cc1cccc(Nc2ncnc3ccc(-c4cncc(NS(C)(=O)=O)c4)cc23)c1 | 19 | 11 | 7.9* | -40* | 24 | 37 | -5.8* | -28*
COc1cc(-c2ccc[nH]2)[nH]c1/C=C1\N=C(C)C(C(=O)CCC(=O)Nc2ccc(-c3c4nc(c(-c5ccccc5)c5ccc([nH]5)c(-c5ccccc5)c5nc(c(-c6ccccc6)c6ccc3[nH]6)C=C5)C=C4)cc2)=C1C | 90 | 95 | 110 | 94 | 91 | 111 | 104 | 107
N#Cc1c(-c2ccco2)nc(NCCO)[nH]c1=O | 103 | 96 | 101 | 98 | 100 | 95 | 104 | ·
CN(N=O)c1ccc(/C=C/c2ccccc2)cc1 | 94 | 65 | 88 | 48 | 108 | 103 | 80 | 94
CCCCCCCCCCCC(=O)N(CC)CC | 96 | 90 | 100 | 68 | 98 | 112 | 87 | 99
c1ncn(C23CC4CC(CC(C4)C2)C3)n1 | 117 | 106 | 76 | 115 | 119 | 81 | 100 | 96
COC(=O)c1cc(N)cn1C | 121 | 116 | · | · | 87 | 90 | 100 | 102
COC(=O)c1ccc(COc2ccc([N+](=O)[O-])cc2Cl)cc1 | · | 95 | 97 | 73 | 101 | 100 | 110 | 91
O=S(=O)(c1ccc(OCCO)cc1)c1ccc(OCCO)cc1 | 109 | · | 99 | 101 | 112 | 101 | 120 | 83
NC1=NN(c2ccccc2)C2=NC(=O)NC(c3ccc(Cl)cc3Cl)C12 (stereo not drawn) | 94 | 95 | 96 | 101 | 91 | 95 | 81 | 95
CCCC1(c2ccsc2)NC(=O)NC1=O (stereo not drawn) | 103 | 117 | 106 | 110 | 108 | 106 | 108 | 106
NC(=O)CSc1nc2ccccc2c(=O)n1CCc1ccccn1 | 93 | 76 | 107 | 103 | 103 | 102 | 104 | 103
O=C(COc1cccc2[nH]ccc12)Nc1ccc2c(c1)OCO2 | 94 | 94 | 82 | 126 | 94 | · | 92 | 86
Cc1ccc(NC2CNC(=O)NC2=O)cc1C (stereo not drawn) | 117 | 103 | 87 | 99 | 114 | · | 124 | 112
Cn1c(O)c(N=Nc2nc(-c3cc4ccccc4oc3=O)cs2)c2ccccc21 | 92 | 87 | 101 | 94 | 91 | 108 | 97 | 114
CC(C)c1ccc2c(c1)CCC1C(C)(N=C=O)CCCC21C (stereo not drawn) | 124 | 92 | 75 | 95 | 94 | 69 | 91 | 77
O=C1c2cc3c(cc2-c2c1c1ccc(Cl)cc1c(=O)n2CCCNCCO)OCO3 | -64* | -73* | -44* | -92* | -79* | -78* | -67* | -34*
N#Cc1c(C(F)(F)F)cc(Nc2ccc3nc(NCCN4CCCC4)oc3c2)n2c1nc1ccccc12 | 72 | 39 | 0.7* | 34 | 33 | 12 | 67 | 57
CCN(CC)CCSc1nc2c([nH]1)c(=S)n(C)c(=O)n2C | 117 | 89 | 98 | 89 | 107 | 106 | 87 | 104
O=C(C1CN(c2cccc(Cl)c2)N(c2cccc(Cl)c2)C1=O)N1CCOCC1 (stereo not drawn) | 90 | 91 | 85 | 82 | 82 | 105 | 92 | 87
CCOc1ccc(-c2nc3ccc(-c4nc5ccc(N6CCN(C)CC6)cc5[nH]4)cc3[nH]2)cc1OCC | -30* | 7.0* | 8.7* | -44* | 19 | 13 | 15 | 9.0*
O=Nc1c(O)cc(O)c2ccccc12 | 96 | 97 | 123 | 103 | 107 | 106 | 100 | 96
CCC(C)C(NC(=O)OC(C)(C)C)C(=O)O (stereo not drawn) | 109 | 107 | 101 | 118 | 116 | 111 | 103 | 110
